S3 lipid droplet: qHTS Assay for Lipid Storage Modulators in Drosophila S3 Cells; Drosophila S3 cells, BODIPY lipid droplet fluorescence, 18-24 h; cells fed with added oleic acid; AID 2685; 320,000 compounds, 0.64% hits; lipid storage change, negative = inhibition, % at the top dose, mostly 46.1 µM; hits show Potency in µM; active = well fitted inhibition curve with a large enough effect in the signal ratio, with a control signal flat, not every such curve was filed as active; inconclusive = small, poorly fitted or top-dose-only effect, or effect the other way, or a change in a side signal; the % refers to the signal ratio
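Drosophila S3 cells loaded with oleic acid (400 uM, as added) and compounds at several concentrations; lipid droplets imaged by 488-nm laser-scanning cytometry, 500–530 nm intensity and object ratio to cell channel. Percent activity normalized to 20 uM Triacsin C.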
S3 lipid droplet cell count max: also measured in S3 lipid droplet; calls as there; cell number change, %; measured here: cell count max response;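 cells counted by Cell Tracker Red CMTPX staining in the red channel; peak over a dose series mostly up to 46.1 µM; percent activity relative to internal control wells on each plate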
An asterisk follows results filed as active; i = inactive; ? = inconclusive; · = no result given; [ ] = another dose, or the depositor's remark. % is scaled to controls: 0 for no effect and ±100 for the full control effect; potency is read from the fitted curve at half-maximal effect. This is a subset (hit frequency here may not be typical).

SMILES	S3 lipid droplet	S3 lipid droplet cell count max
C=CCN(c1ccccc1)S(=O)(=O)c1cccc(C(=O)Nc2ncccc2O)c1	?	·
Cc1csc(Sc2nc3c(c(=O)[nH]c(=O)n3C)n2Cc2ccccc2Cl)n1	7%	-14
Cc1ccc(O)c(-c2cc(C(=O)Nc3c(C)n(C)n(-c4ccccc4)c3=O)[nH]n2)c1	?	·
CC1(c2ccccc2Cl)NC(=O)N(CC(=O)NCc2ccco2)C1=O (centres undefined)	?	·
CN(C)S(=O)(=O)N(CC(=O)Nc1ccccc1F)c1ccccc1	-1%	15
Cc1coc2c1c(C)cc1oc(=O)c(CC(=O)NCC(=O)NCC(=O)O)c(C)c12	i	·
COc1ccccc1-c1nnc2sc(COc3ccc(Cl)cc3)nn12	?	·
O=C(NCCCc1ccccc1)c1ccncc1	?	·
CCOC(=O)C1(CCCc2ccccc2)CCN(C(=O)CCC2=NNC(=O)CC2)CC1	1%	-7
Nc1nc(Nc2ccccc2F)nc(NCc2ccco2)c1[N+](=O)[O-]	4%	11
Nc1cc(S(=O)(=O)N2CCOCC2)ccc1Oc1cccc(Br)c1	-22%[0.0737 µM]	·
Cc1[nH]c(=O)c(C#N)c(C)c1[N+](=O)[O-]	-1%	-1
C=CCn1c(SCC(=O)NC2CCS(=O)(=O)C2)nc2scc(C3CC3)c2c1=O (centres undefined)	?	·
O=C(Nc1c2c(nn1-c1ccccc1)CS(=O)(=O)C2)c1ccccc1C(F)(F)F	?	·
COc1ccccc1-n1c(SCC(=O)Nc2ccc(C)cc2)nc(O)cc1=O	?	·
O=C(Cc1cccc(NC(=O)C2CCCN(C(=O)C3CCC3)C2)c1)Nc1cccc(C(=O)N2CCCC2)c1 (centres undefined)	?	·
COCCNC(=O)C(=O)NCCN1CCOCC1	-1%	-15
O=S(=O)(Nc1cccc(-c2cn3c(n2)SCC3)c1)c1ccccc1	?	·
CCCc1cc(=O)n2nc(N3CCC(C(=O)NCc4ccc(C)o4)CC3)sc2n1	?	·
COc1cccc(C2CC(c3cccs3)=NN2C(=S)Nc2ccccc2)c1OC (centres undefined)	?	·

SMILES	S3 lipid droplet	S3 lipid droplet cell count max
CN(C(=O)Cc1c(C(=O)O)n(C)c2ccccc12)c1ccc(F)cc1	-11%	-1
COc1ccc(/C=C2/SC(=O)N(CCNC(=O)C3COc4ccccc4O3)C2=O)cc1 (centres undefined)	8%	-12
CC1(c2ccccc2Cl)NC(=O)N(CC(=O)NC(=O)NCc2ccco2)C1=O (centres undefined)	?	·
CCc1nnc(NS(=O)(=O)c2ccc(NC(=O)OC)cc2)s1	6%	-15
O=C(/C=C/C=C/c1ccc2c(c1)OCO2)N1CCCCC1	i	·
COc1ccc(C)cc1NC(=O)c1cc2cc3ccc(C)cc3nc2o1	16%	·
C(=N\Nc1ccccn1)/c1ccc2c(c1)OCCO2	6%	-4
O=C1OC(c2ccco2)=N/C1=C\c1ccc(-c2cccc(C(F)(F)F)c2)o1	?	·
Cc1ccc(NC(=O)CSc2nc3ccccc3c(=O)n2CCCC(=O)NCCCN2CCOCC2)cc1	1%	15
O=C(CSc1nnnn1-c1ccc(O)cc1)c1ccc(F)cc1	15%	-14
CCC1CCCCN1S(=O)(=O)c1ccc(NC(=O)C2CCN(C(=O)c3ccco3)CC2)cc1 (centres undefined)	?	·
CCOC(=O)c1c(C)sc(Sc2ccc(Cl)cc2[N+](=O)[O-])c1OC	i	·
COc1ccc(SCCC(=O)NCc2ccncc2)cc1	13%	10
Cc1ccc(OCc2nc(C#N)c(NCCCn3ccnc3)o2)cc1	1%	-16
N#CCC(=O)Nc1ccc(C(=O)NCCc2c[nH]c3ccccc23)cc1	?	·
Cc1nc(NC2=NCN(CCCN3CCOCC3)CN2)nc2c(C)cccc12	i	·
CCOC(=O)NC1(C(F)(F)F)NC(=O)N(Cc2ccco2)C1=O (centres undefined)	?	·
Cc1ccc(Nc2nc(C)cc(C)c2C(N)=O)c(C)c1	?	·
COc1ccc(C2=NN(c3nc4ccccc4s3)C(=O)C2)cc1	?	·
COc1ccc(C(=O)NCC23C=CC(O2)C2C(=O)N(Cc4ccccc4)C(=O)C23)cc1 (centres undefined)	?	·

SMILES	S3 lipid droplet	S3 lipid droplet cell count max
COc1cc2c(-c3ccc4[nH]ccc4c3)c(-c3ccc(C#N)cc3)oc(=O)c2cc1OC	8%	-7
CC1CCCC(NC(=O)C2CCN(S(=O)(=O)N3CCOCC3)CC2)C1C (centres undefined)	?	·
O=C(O)COc1ccc(Br)cc1/C=C1/SC(=O)N(CC(=O)N2CCCC2)C1=O	i	18
COc1ccc(NC(=O)COC(=O)Cn2nnc3ccccc32)cc1	?	·
CCCn1c(=O)c(C(=O)OCC)c(O)c2cc(Br)ccc21	0%	·
COc1cc2c(cc1OC)CN(CC(=O)Nc1ccc(F)cc1F)CC2	0%	9
CC1CCCC(NC(=O)COC(=O)c2cc(S(=O)(=O)N3CCOCC3)ccc2F)C1C (centres undefined)	?	·
COc1ccc(-c2c(-c3ccccc3OC)sc3ccccc23)cc1C=O	?	·
Cc1ccc2nc(N(CCCN(C)C)C(=O)c3ccc(Br)s3)sc2c1	?	·
Cc1cc(OCc2cc(C(=O)N3CCN(C)C(=O)[C@@H]3C)no2)cc(C)c1Cl	?	·
CC(C)Oc1ccc(CNC(=O)CC(c2ccccc2)c2cc(Cl)ccc2O)cc1 (centres undefined)	?	·
COc1cccc(-c2ocnc2C(=O)Nc2ccc(N3CCOCC3)cc2N2CCOCC2)c1	?	·
c1ccc(-n2nnc3cnccc32)cc1	13%	-16
COCCn1c(=S)[nH]c2sc3c(c2c1=O)CCCC3	i	·
CCOc1ccc(C(C)=O)cc1COC(=O)c1cnc(Cl)c(Cl)c1	i	·
CC(NC(=O)OCc1ccccc1)C(=O)N1CC(O)CC1C(=O)O (centres undefined)	?	·
COc1ccc(NS(=O)(=O)c2cccc3nonc23)c(OC)c1	-1%	-4
CCOC(=O)/C(C#N)=N\Nc1cc(Cl)ccc1OC	11%	2
C1=C(CCNCC2CC2)CCCC1	?	·
N#CCc1nc2ccccc2c(=O)[nH]1	1%	12

SMILES	S3 lipid droplet	S3 lipid droplet cell count max
COc1ccc(S(=O)(=O)NC(N)=NCCc2ccccc2OC)cc1	?	·
NC(=O)c1cc([N+](=O)[O-])ccc1NCc1cccc2ccccc12	23%	-25
S=c1[nH]nc(Cc2noc3ccccc23)n1-c1ccccc1	0%	-8
S=C(Nc1cccc(Cl)c1)N1CCOCC1	24%	·
CN(CCc1ccccc1)C1CCCN(S(=O)(=O)CC(F)(F)F)C1 (centres undefined)	?	·
O=C(NCCc1cccs1)c1ccc(Cl)cc1	6%	13
CCC(C)(C)NC(=O)C(c1cccc(OC)c1OC)N(CCOC)C(=O)CCC(=O)Nc1cc(C)on1 (centres undefined)	?	·
C=CCn1c(SCC(=O)Nc2ccccc2OC)nnc1-c1ccccn1	-5%	-3
CCc1ccc2c(c1)c(N=NC1=NC(=O)CS1)c(O)n2C	?	·
OCCN1CCN(CCOc2ccccc2-c2ccccc2)CC1	?	·
Cc1cc(OC(C)C(=O)NC2CCN(Cc3ccccc3)CC2)c2c(C)cc(=O)oc2c1 (centres undefined)	?	·
COc1ccc(NS(=O)(=O)c2ccc(C)c(C(=O)N(C)Cc3ccc(OC)cc3OC)c2)cc1	-11%[0.0737 µM]	·
O=C(Cn1nnc(-c2ccccc2NC(=O)c2ccco2)n1)NC1CCCCC1	?	·
Cc1ccc(C)c(NC(=O)COC(=O)c2cccc3c2C(=O)c2ccccc2C3=O)c1	?	·
N#Cc1ccc(OCC(=O)N/N=C(\CCC(=O)O)c2cccs2)cc1	?	·
O=C(CSc1nnc(Cc2ccccc2)o1)NC1CC2CCC1C2 (centres undefined)	7%	1
Cc1cccc2sc(NS(=O)(=O)c3ccccc3)nc12	?	·
Cc1noc(C)c1C(=O)NC(C)c1ccc(Cl)cc1Cl (centres undefined)	?	·
Cc1ccc(-n2cc(-c3ccc([N+](=O)[O-])cc3)[nH]c2=S)c(C)c1	?	·
Cc1cc2c(c(=O)n1Cc1ccco1)C(c1ccccc1)C(C#N)=C(N)O2 (centres undefined)	?	·

Among those listed so far, 5 have a COOH group.
SMILES	S3 lipid droplet	S3 lipid droplet cell count max
Cc1coc2c1c(C)cc1oc(=O)c(CC(=O)NCC(=O)NCC(=O)O)c(C)c12	i	·
CN(C(=O)Cc1c(C(=O)O)n(C)c2ccccc12)c1ccc(F)cc1	-11%	-1
O=C(O)COc1ccc(Br)cc1/C=C1/SC(=O)N(CC(=O)N2CCCC2)C1=O	i	18
CC(NC(=O)OCc1ccccc1)C(=O)N1CC(O)CC1C(=O)O (centres undefined)	?	·
N#Cc1ccc(OCC(=O)N/N=C(\CCC(=O)O)c2cccs2)cc1	?	·

The list goes on:
SMILES	S3 lipid droplet	S3 lipid droplet cell count max
CCCN1C(=O)c2ccc(C(=O)Nc3cc(C)on3)cc2C1=O	?	·
COC(=O)Nc1nc(-c2ccc(F)cc2)c(C)s1	-2%	·
CN(CCc1ccccn1)C(=O)Nc1ccc(C(C)(C)C)cc1	7%	14
NC(N)=NCc1cccc(I)c1	-1%	-7
Clc1ccccc1-c1nnc(-c2ccc3c(c2)OCO3)o1	?	·
CC(C)Cn1c(N)c(C=O)c(=O)[nH]c1=O	-11%	-6
O=C(COC(=O)C1CC2CCCC(C1)C2=O)Nc1cccc(F)c1 (centres undefined)	?	·
CN1CCN(C(=O)c2ccc(CSc3nc4ccncc4n3Cc3ccc(F)cc3)cc2)CC1	?	·
Cc1c(Cc2ccccc2)c(=O)oc2cc(OCC(=O)N3CCC(C(=O)O)CC3)ccc12	?	·
CC(C)c1ccc(NC(=O)c2cnn(-c3ccccc3)c2NC(=O)c2ccco2)cc1	?	·
Nc1nc(C2CCCCC2)cs1	4%	-21
O=C(NCCc1nc2ccccc2[nH]1)c1ccc(Cl)c([N+](=O)[O-])c1	?	·
CC(C)(C)OC(=O)NCCCC[C@H](NC(=O)c1nc[nH]c1C(=O)N1CCc2ccccc2C1)C(=O)OC(C)(C)C	18%	12
COc1ccc(S(=O)(=O)NCc2ccc3c(c2)OCO3)cc1C(=O)O	?	·
CCc1ccccc1N=C1SCC(=O)N1C	?	·
c1ccc2c(c1)CCCC2C1=NCCN1 (centres undefined)	?	·
CCOCc1nnc(NC(=O)c2cccc(OC)c2)s1	?	·
COc1cccc(NC=C2C(=O)OC(C)(C)OC2=O)c1	?	·
CCOC(=O)N/N=C/c1ccc(OCCSc2ccc(Cl)cc2)c(OC)c1	?	·
CS(=O)(=O)N1CCN(c2ccccc2NC(=O)c2cc(Br)ccc2Cl)CC1	14%	-19

Sorted by value in S3 lipid droplet cell count max (falling): three from the list above.
Compound	S3 lipid droplet cell count max
CC(C)(C)OC(=O)NCCCC[C@H](NC(=O)c1nc[nH]c1C(=O)N1CCc2ccccc2C1)C(=O)OC(C)(C)C	12
NC(N)=NCc1cccc(I)c1	-7
CS(=O)(=O)N1CCN(c2ccccc2NC(=O)c2cc(Br)ccc2Cl)CC1	-19

Following part:
SMILES	S3 lipid droplet	S3 lipid droplet cell count max
COc1ccc(S(=O)(=O)N2CCCCCC2)cc1NC(=O)CC1OC(=O)c2ccccc21 (centres undefined)	?	·
O=C(CN1N=C(c2ccc(Cl)cc2)CCC1=O)NCc1cccs1	20%	·
O=C1C2C3C=CC(C3)C2C(=O)N1CCN1CCN(S(=O)(=O)c2ccc3ccccc3c2)CC1 (centres undefined)	i	·
CCCn1ncc(CN2CCN(Cc3ccsc3)C(CCO)C2)c1C (centres undefined)	1%	4
O=C(c1noc2c1CSc1ccccc1-2)N1CCN(c2ccc(Cl)cc2)CC1	-8%	-6
Cc1ccc(N2CCN(C(=O)N3CCCC3)CC2)cc1C	?	·
CC(=O)c1c(C)[nH]c(C(=O)CN2CCN(S(=O)(=O)c3ccccc3[N+](=O)[O-])CC2)c1C	-5%	·
O=C(CSc1n[nH]c(-c2ccncc2)n1)Nc1ccc(Cl)c(Cl)c1	?	·
Cc1cc(NCCN(C)C)n2nc(-c3cccs3)cc2n1	?	·
Cc1cc(NC(=O)COC(=O)C2CCC2)no1	-9%	-15
O=C1CSC(c2cccc([N+](=O)[O-])c2)N1CCN1CCCCC1 (centres undefined)	?	·
C=CCNS(=O)(=O)c1ccc(OC)c(C)c1	?	·
CC(=O)Nc1cccc(C(=O)OCc2csc(CC(=O)Nc3ccccc3C)n2)c1	11%	-14
CC(C)c1nc2cc(Cl)ccc2n(Cc2ccccc2)c1=O	?	·
CCc1nc2ccccc2n1CC(=O)Nc1cc(C)on1	10%	-2
COc1ccc2cc(/C=N/NC(=O)c3ccc(CN(c4cccc(Cl)c4Cl)S(C)(=O)=O)cc3)c(Cl)nc2c1	-1%	26
COc1ccc(C(=O)N2CCCC(Nc3ccc(C(C)C)cc3)C2)c(OC)n1 (centres undefined)	?	·
O=S(=O)(c1ccccc1)N(Cc1cccc(F)c1)c1ccccc1	?	·
O=C(CC(c1ccccc1)c1ccco1)N1CCCCC1 (centres undefined)	-2%	3
OCC1OC(n2cnc3ccccc32)CC1O (centres undefined)	-12%	2
Cc1ccccc1C1C(C#N)=C2N=C(N)c3c(sc4c3CCCCC4)N2C2=C1C(=O)CCC2 (centres undefined)	?	·

Compound activity: PubChem BioAssay, National Center for Advancing Translational Sciences (NCATS)
